Bioassay records (PubChem BioAssay)
WT yeast gro inh: growth inhibition of WT yeast, mitochondrial fusion screen. mitochondrial fusion phenotypic screen, WT strain. inhibition, % at 10 µM. actives 2.1% (n = 190,000). AID 1362; in the data active = inhibition above about 58%; tested in S. cerevisiae
GPR35 arrestin U2OS: GPR35 antagonists blocking zaprinast-driven arrestin recruitment, primary screen, imaging, U2OS, beta-arrestin-GFP, zaprinast agonist (AID 2058) | inhibition, % at 10 µM, or IC50 in µM where a hit was titrated | U2OS GPR35 beta-arrestin-GFP translocation imaging, zaprinast antagonism; higher % means a stronger effect | actives 0.052% (n = 290,000);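 active = inhibition of at least 50% with at least 30 cells and total cytoplasm GFP at most 10,000,000; inconclusive = under 30 cells or total GFP of 10,000,000 plus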
NTR1 ag: agonists of NTR1, primary screen, imaging, U2OS cells, beta-arrestin-GFP, high content (AID 493036); P30989; NTR1-U2OS beta-arrestin-GFP spot imaging, agonist mode; activation, % at 20 µM; actives 0.17% (n = 330,000);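 active = activation at or above 40% of the spot to cytoplasm intensity ratio, with at least 20 cells analyzed; inconclusive = wells under 20 cells, flagged as cytotoxic or low count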;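 also: 0% = DMSO without peptide and 100% = 100 nM NTR1 peptide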
Target sequence (P30989 whole entry, looked up): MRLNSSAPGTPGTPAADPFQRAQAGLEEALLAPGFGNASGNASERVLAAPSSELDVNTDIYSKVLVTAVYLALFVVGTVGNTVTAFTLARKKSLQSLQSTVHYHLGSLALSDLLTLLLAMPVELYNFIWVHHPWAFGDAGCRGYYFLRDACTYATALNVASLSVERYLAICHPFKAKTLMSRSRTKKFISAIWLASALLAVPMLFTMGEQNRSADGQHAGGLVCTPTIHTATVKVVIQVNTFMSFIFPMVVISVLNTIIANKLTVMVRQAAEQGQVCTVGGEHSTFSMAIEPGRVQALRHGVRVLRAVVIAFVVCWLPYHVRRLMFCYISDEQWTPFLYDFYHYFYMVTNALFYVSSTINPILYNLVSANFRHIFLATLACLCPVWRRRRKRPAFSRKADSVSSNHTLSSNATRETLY
RSV antiviral HEp-2: inhibition of RSV-induced cytopathic effect – HEp-2 cells, primary 10 µM value included (AID 2391); HEp-2 cells, RSV-induced CPE inhibition; higher % means a stronger effect; CPE inhibition, % at 10 µM, or IC50 in µM where a hit was titrated; actives 0.13% (n = 310,000); in the data active = a potency from the dose series; inconclusive = CPE inhibition mostly from about 23% at the one dose, without a potency; inactive = the rest, 99 in 100 with CPE inhibition below about 21%; also: strong numbers were not always called active
Dengue-2 NS5 capping: Dengue-2 NS5 methyltransferase inhibitors, primary screen, biochemical, confirmation dose response (AID 588689); Dengue-2 NS5 methyltransferase capping enzyme assay, biochemical; higher % means a stronger effect; inhibition, % at 25 µM; hits with a dose series show IC50 in µM; actives 0.3% (n = 340,000); in the data active = a potency from the dose series; inconclusive = inhibition above about 29% without an active follow-up result
UTI89 phage lysis: protection from phage-mediated lysis, alamar blue read-out – E. coli UTI89, K1F phage, bacterial capsule biogenesis inhibitors (AID 488966); E. coli UTI89 K1F phage lysis, alamar blue, 2 h; higher % means a stronger effect; inhibition, % at 100 µM; hits with a dose series show IC50 in µM; actives 0.02% (n = 340,000);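 active = phage lysis inhibition, versus mean bacterial control, above a set limit; inconclusive = no clear call, values can overlap the other calls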;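 also: capsule biogenesis inhibitors block K1F phage lysis so surviving cells raise fluorescence; higher fluorescence means more inhibition of phage lysis; actives were called in the ten point dose series up to 300 µM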
AID2073: inhibitors of Mint1-CaV2.2 protein interaction, biochemical, HTRF (AID 2073) | actives 0.19% (n = 290,000) | HTRF protein-protein interaction, Mint1-CaV2.2; higher % means a stronger effect | one-dose inhibition, % at 20 µM; IC50 in µM for titrated hits; in the data active = inhibition mostly above about 51%, no sharp cut-off; inconclusive = no clear call, values can overlap the other calls; inactive = mostly below about 53%; also: some results filed as inactive read as strong as hits
Autophagy HCS: alters autophagy in cells; MEF GFP-LC3 puncta imaging; test concentration mostly 10 µM; calls only at 10 µM (by protocol); actives 0.98% (n = 190,000); AID 463193;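 active = percentage of spot-positive cells more than 3 SD above its plate mean, without a fluorescence outlier flag or 80% toxicity; inconclusive = no clear call, values can overlap the other calls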;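 also: spot-positive cell cutoff set from DMSO-treated cells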
LYP inhibition: PTPN22 lymphoid phosphatase activity blockers – biochemical, fluorescence intensity, uHTS (AID 1779) | recombinant LYP phosphatase, fluorescence intensity; higher % means a stronger effect | inhibition, % at 11.5 µM; hits with a dose series show IC50 in µM | actives 0.054% (n = 290,000); in the data active = inhibition above about 50%;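 also: plate controls were vehicle with enzyme for no effect and no enzyme for full effect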
WT yeast gro inh mutant strain: also measured in WT yeast gro inh; calls as there; inhibition, %; mitochondrial fusion phenotypic screen, mutant strain inhibition
Autophagy HCS cell loss 18 h: further read-out of Autophagy HCS, marked with its call; toxicity, %; measured here: cell loss, nuclei count;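 cell loss after 18 h compound exposure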
NTR1 ag cell count 20 µM: also measured in NTR1 ag; calls as there; cell count; measured here: cell count, cytotoxicity flag
Dengue-2 NS5 capping pilot replicate: second read-out of Dengue-2 NS5 capping, no call of its own (marks repeat the call); inhibition, %; measured here: pilot screen replicate inhibition
Starred values were filed as active, the others as inactive; i = inactive; ? = inconclusive; . = no result given; [ ] = dose if it differs, or a comment.

SMILES | WT yeast gro inh | WT yeast gro inh mutant strain | GPR35 arrestin U2OS | NTR1 ag | NTR1 ag cell count 20 µM | RSV antiviral HEp-2 | Dengue-2 NS5 capping | UTI89 phage lysis | AID2073 | Autophagy HCS | Autophagy HCS cell loss 18 h | LYP inhibition | others
Cc1c(C2N3CC4(C)CN2CC(C)(C3)C4=O)c2ccccc2n1C (centres undefined) | -0.8 | 3.9 | 1.1% | 3.5 | 71 | 1.1% | 1.4% | -0.1% | -10.9% | i | -8.5 | -3.2% | Dengue-2 NS5 capping pilot replicate=1.2
Cc1ccc(COc2ccc(/C=N/NC(=O)c3nnn(-c4nonc4N)c3COc3ccc(F)cc3)cc2)cc1 | . | . | 8.5% | 5.3 | 71 | 1.0% | -4.7% | 0.6% | ? | . | . | 0.8%
Nc1ccc(C(=O)c2cccs2)cc1 | -17.5 | -4.6 | 14.1% | -0.3 | 59 | 2.4% | 0.0% | 0.6%[50 µM] | 4.5% | i | 2.8 | -5.5%
Cc1ccc(C)c(S(=O)(=O)Nc2ccc(S(=O)(=O)Nc3onc(C)c3C)cc2)c1 | 0.7 | 5.5 | 17.5% | . | . | . | 10.2% | 0.1% | 1.6% | i | -57.5 | -6.0%
Cc1cccc2nc3ccccc3cc12 | . | . | . | -0.6 | 49 | 4.8% | 4.7% | 0.0% | . | . | . | .
Cc1cc(/C=C2/C(=N)N3C(=NC2=O)SN=C3S(C)(=O)=O)c(C)n1-c1ccccc1F | -17.9 | -7.4 | 11.8% | 1.8 | 88 | ? | 11.7% | i | 26.4% | i | 3.9 | 2.8%
N#CC1=C(SCc2ccccc2)NC(=O)CC1c1ccco1 (centres undefined) | -3.7 | -3.6 | -6.8% | -3.2 | 105 | -0.4% | 20.6% | 0.1% | 2.5% | i | -7.9 | -5.8% | Dengue-2 NS5 capping pilot replicate=0.6
S=P(N1CC1)(N1CC1)N1CC1 | . | . | . | -0.3 | 61 | -0.8% | 3.0% | 1.7% | . | . | . | .
Cc1ccsc1C1C(C#N)=C(N)OC2=C1C(=O)CC(C)C2 (centres undefined) | -4.1 | 6.0 | -16.2% | 1.7 | 35 | 2.0% | 8.4% | -0.3% | 18.0% | i | -3.5 | -5.3%
CC(C)c1cc(C(=O)N2CCCC(N3CCN(c4ccc(F)cc4)CC3)C2)n(C)n1 (centres undefined) | . | . | 0.5% | 0.4 | 68 | . | -3.7% | 0.0% | -16.2% | . | . | -2.2%
Cn1cnc2c1c(=O)n(Cc1cccc(Cl)c1)c(=O)n2C | . | . | -1.4% | 0.6 | 54 | 1.8% | -1.3% | 0.0% | -0.8% | . | . | -9.5%
CN1CCN(c2ccccc2NC(=O)c2sc3ccccc3c2Cl)CC1 | 10.2 | 1.6 | 6.0% | 11.5 | 75 | -3.7% | 6.7% | 9.3% | 5.3% | i | 14.2 | -5.4%
CC(OC(=O)CCN=C1NS(=O)(=O)c2ccccc21)C(=O)c1ccccc1 (centres undefined) | . | . | . | 0.4 | 76 | -1.6% | -14.8% | -1.2% | . | . | . | .
COc1cccc(C=NCC(C)N=Cc2cccc(OC)c2O)c1O (centres undefined) | -3.2 | 1.1 | -3.4% | 0.9 | 60 | 3.6% | -2.2% | 1.7%[50 µM] | 5.1% | i | -13.8 | -4.8%
CC(C)(CC(=O)O)CC(=O)O | . | . | -4.0% | 0.3 | 58 | 3.4% | -7.1% | 1.5% | -1.3% | . | . | -12.2%
Oc1cccc(/C=C/c2ccc3cccc(O)c3n2)c1 | . | . | 3.0% | 19.5 | 76 | 0.5% | 13.1% | 0.1% | 23.9% | . | . | 4.6%
Cc1ccccc1S(=O)(=O)Cc1ccc(C(=O)NC2CCCCC2)o1 | . | . | -5.2% | -1.0 | 65 | 1.1% | -9.7% | -0.5% | 0.5% | . | . | -14.4%
OCCn1c(SC2CCCCC2)nc2ccccc21 | -13.4 | -20.8 | 0.6% | 0.0 | 90 | -0.4% | -5.7% | -0.4% | 3.2% | i | -3.0 | -8.1%
COc1ccc(-c2[nH]c(-c3cccc(OC)c3)nc2SCC(=O)NC2CCCC2)cc1 | -5.5 | -15.9 | -4.7% | -0.2 | 44 | 6.2% | -4.2% | 0.7% | -5.4% | i | -12.8 | -0.2%
CCOC(=O)CCCC(=O)N1CCOCCOCCN(C(=O)CCCC(=O)OCC)CCOCCOCC1 | -1.2 | -6.3 | 10.4% | 2.5 | 38 | 6.2% | -0.8% | -0.2% | -5.8% | i | -3.7 | -8.7%
CCN1CCn2c3c(c4cc(Cl)ccc42)CCCC31 (centres undefined) | 4.0 | 12.1 | -10.9% | 1.1 | 63 | 0.8% | -5.5% | 0.6% | -8.8% | i | 6.8 | -5.2%
COc1ccc(N(CC(=O)NCCc2ccccc2)C(=O)CCC(=O)Nc2ccccn2)cc1 | . | . | -4.2% | 0.6 | 47 | -0.6% | -7.3% | 0.1% | 6.9% | . | . | -6.4%
O=C(NCCCc1ccccc1)c1ccc(Br)o1 | 7.5 | -0.2 | -3.9% | 1.5 | 86 | 1.0% | -4.5% | -0.3% | -0.3% | i | 6.8 | 0.6%
Cc1ccc(N(CC(=O)N/N=C/c2cccs2)S(C)(=O)=O)cc1 | -9.9 | -9.2 | -10.5% | 1.2 | 46 | 0.5% | -3.0% | 3.6% | 15.3% | i | -4.2 | -6.8%
COc1ccc(NC(=O)CSc2nnc(C)n2C2CC2)cc1S(=O)(=O)N1CCOCC1 | . | . | . | 2.2 | 75 | 0.4% | 5.4% | 0.7%[50 µM] | . | . | . | .
O=C(Cn1cnc2cc([N+](=O)[O-])ccc2c1=O)Nc1ccccc1-c1ccccc1 | . | . | 0.6% | 1.5 | 53 | 3.3% | -5.5% | 0.2% | 6.4% | . | . | 11.7%
CC1(C)CC(=O)C(N=Nc2ccc(Cl)cc2)=C(O)C1 | -2.3 | 0.9 | 5.9% | -0.2 | 54 | 1.7% | 4.4% | 2.2% | 3.1% | i | -3.4 | -0.5%
COc1ccccc1N1CCN(CCCCN2C(=O)c3ccccc3C2=O)CC1 | . | . | . | 0.0 | 46 | -1.2% | -2.2% | 0.5% | . | . | . | .
NC(=O)c1cc(S(=O)(=O)NCc2ccccc2)cs1 | . | . | 8.6% | 0.1 | 62 | 1.9% | 3.6% | -0.6% | 11.5% | . | . | -6.1%
O=C(Nc1cccc(C(F)(F)F)c1)c1csc(-c2ccncc2)n1 | 6.9 | 10.0 | 3.5% | 1.6 | 29 | 4.4% | -0.8% | -0.4% | -6.4% | i | 18.0 | -0.2%
O=C(NC1CCCc2c1cnn2-c1ccc(F)cc1F)c1csnn1 (centres undefined) | . | . | 14.5% | 0.0 | 61 | 19.7% | 1.9% | 2.6%[50 µM] | -5.7% | . | . | -11.5%
COc1cccc(C(=O)NC2CC3CCCC(C2)N3CC(=O)Nc2ccccc2)c1 (centres undefined) | 11.9 | 6.0 | -10.3% | -1.6 | 61 | 0.6% | -2.4% | -0.1% | 55.0%* | i | -46.3 | -9.9%
CCn1c(Cn2nnc(-c3ccccc3)n2)nnc1SCc1ccc(Cl)c(Cl)c1 | 78.8* | 53.1* | -6.9% | 11.4 | 56 | 9.7% | -1.4% | 1.8%[50 µM] | 0.5% | i | 7.4 | 3.9%
COc1ccc(N2CCN(C(=O)CCNC(=O)c3ccccc3)CC2)cc1 | 2.6 | 1.4 | 1.8% | -0.1 | 37 | 0.8% | -1.5% | 0.5% | -7.1% | i | 15.9 | 2.3%
COc1cc(CCCN2C(N)=NC[C@H]2Cc2ccc(O)cc2)cc(OC)c1OC | . | . | 6.8% | -3.8 | 100 | 0.9% | -0.8% | 1.0% | -6.1% | . | . | -7.9%
COc1cccc(NC(=O)CN2CCN(S(=O)(=O)c3ccc(F)cc3)CC2)c1 | -1.0 | -8.9 | -3.4% | 1.7 | 46 | 2.7% | 0.7% | 4.4% | 0.5% | i | -5.6 | -0.1%
Cc1nn(-c2ccccc2)c(Cl)c1C(=O)Nc1nnc(C2CCCC2)s1 | -9.2 | -20.7 | -3.7% | -1.1 | 94 | 8.3% | -0.8% | 1.8% | -11.6% | i | -5.4 | 4.3%
CCOC(=O)c1c(NC(=O)CC)sc2c1CCN(Cc1ccccc1)C2 | . | . | -9.3% | 11.5 | 55 | -0.9% | -5.5% | 0.4% | 6.8% | . | . | -6.0%
COc1nnc(-c2ccccc2)s1 | 19.0 | -4.3 | 18.4% | -1.8 | 60 | 2.7% | -4.6% | 1.8%[50 µM] | -25.3% | i | 10.9 | -2.0%
Cc1cc(N/N=C/c2ccccc2Br)nc2ccccc12 | 70.1* | 63.6* | 3.6% | 19.1 | 45 | 6.6% | 0.7% | 7.7% | 8.9% | i | 22.9 | -10.2%
CC(C)c1ccc(S(=O)(=O)N2CCC(C(=O)NCC3(N(C)C)CCCCC3)CC2)cc1 | . | . | -0.5% | -1.4 | 50 | 1.0% | 1.6% | 0.1% | 4.7% | . | . | -8.7%
CCOc1ccc(NC(=O)c2sc(N3CCOCC3)nc2-c2ccccc2)cc1 | 6.7 | -8.6 | -0.2% | 0.6 | 57 | 1.1% | -6.6% | 5.8% | 8.6% | i | 19.6 | -4.8%
O=C(CN1CCC(O)(c2ccccc2F)CC1)NCCc1c[nH]c2ccccc12 | -10.6 | -4.1 | 4.7% | -0.2 | 44 | -1.9% | -0.3% | 2.3% | 5.6% | i | 10.7 | -0.5%
COc1cccc(NC(=O)c2cnc(SC)nc2C)c1 | . | . | 25.1% | 1.0 | 107 | -0.2% | 2.6% | -0.5%[50 µM] | 9.5% | . | . | -3.1%
COc1ccc2nc(N/C(=N/S(=O)(=O)c3cccs3)c3ccccc3Cl)sc2c1 | 3.9 | 11.9 | 0.6% | 1.7 | 30 | 5.1% | 18.4% | -0.2% | 3.1% | i | -2.4 | 4.3%

A run of entries of the results above, as a working copy:
SMILES | WT yeast gro inh | WT yeast gro inh mutant strain | GPR35 arrestin U2OS | NTR1 ag | NTR1 ag cell count 20 µM | RSV antiviral HEp-2 | Dengue-2 NS5 capping | UTI89 phage lysis | AID2073 | Autophagy HCS | Autophagy HCS cell loss 18 h | LYP inhibition | others
CC(C)c1ccc(S(=O)(=O)N2CCC(C(=O)NCC3(N(C)C)CCCCC3)CC2)cc1 | . | . | -0.5% | -1.4 | 50 | 1.0% | 1.6% | 0.1% | 4.7% | . | . | -8.7%
CCOc1ccc(NC(=O)c2sc(N3CCOCC3)nc2-c2ccccc2)cc1 | 6.7 | -8.6 | -0.2% | 0.6 | 57 | 1.1% | -6.6% | 5.8% | 8.6% | i | 19.6 | -4.8%

Rows are unselected (roughly 2.6% active in at least one column).
